Bioassay records as filed in PubChem.
Diaph act CS: compounds boosting diaphorase resazurin reduction – biochemical, uHTS, resorufin fluorescence, counter-screen for diaphorase-coupled primary assays, primary screen | Diaphorase/resazurin coupled assay, 16 min; hits give high values; 1 = vehicle wells, 0 = NADH-free wells | activation factor at 20 µM | 190,000 compounds, 0.005% hits | AID 1229, 2008;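 active = diaphorase activity raised at least twofold by the compound at 20 µM; inactive = activation factor below 2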
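System – purified diaphorase enzyme from Clostridium kluyveri · Input – enzyme 0.07 U/mL final · Also added – final NADH 0.114 mM, resazurin 0.1 mM · Measured by – fluorescence of resorufin, 544 nm excitation, 590 nm emission · Timing – 16 min enzyme reaction, ambient temperature · Measure – resorufin increase flagging diaphorase activators or reducers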
G6PDH counter: L. mesenteroides G6PDH inhibitors, counter-screen for G6PDH-coupled screening assays, biochemical, Leuconostoc mesenteroides enzyme; glucose-6-phosphate dehydrogenase [Leuconostoc mesenteroides]; Purified L. mesenteroides G6PDH, diaphorase/resazurin coupled fluorescence, 45 min; inhibition, % at 5 µM; 200,000 compounds, 0.12% hits; AID 1020, 2008; in the data active = inhibition above about 50%
TNAP act hi DEA: TNAP activators at high phosphate acceptor level, primary screen, biochemical, luminescence, uHTS; Alkaline phosphatase, tissue-nonspecific isozyme (Homo sapiens), P05186; purified TNAP, CDP-star luminescence, 1 M DEA, 30 min; hits give high values; 0 = EDTA background, 1 = DMSO-only activity; activation factor at 20 µM; 200,000 tested, under 10 active;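 active = activation factor at least 2 at 20 µM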
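Test system – human TNAP · Doses – 20 µM single point · Incubation – 30 min, room temperature · Signal – luminescent substrate turnover signal · Read-out basis – activation factor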
TNAP inh hiacc: human TNAP enzyme inhibitors, primary screen, biochemical, luminescent, high phosphate acceptor level, uHTS; purified TNAP, CDP-star luminescence, 1 M DEA; inhibition, % at 20 µM; 200,000 compounds, 0.03% hits; AID 1135, 2008;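 active = over 50% inhibition of tissue-nonspecific alkaline phosphatase at 20 µM in the single-dose screen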;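 note: plate controls were DMSO wells for no effect and EDTA-quenched wells as full inhibition for full effect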
HMGR II inh: inhibitors of E. faecalis class II HMGR, primary screen, biochemical, Enterococcus faecalis. HMG-CoA reductase (Enterococcus faecalis, mvaE). purified E. faecalis HMGR, NADPH absorbance 340 nm kinetic. inhibition, % at 10 µM. 190,000 compounds, 0.41% hits. AID 1066, 2008;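 active = inhibition above a set limit, the median over all tested compounds plus 3 SD, cut at about 9.5% in these data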;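 note: enzyme runs in reverse so mevalonate oxidation gives rising NADPH absorbance; 0% = complete reaction with DMSO and 100% = background rate lacking mevalonate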
TNAP inh no acc: human TNAP enzyme inhibitors, primary screen, biochemical, luminescent, no phosphate acceptor, uHTS; purified TNAP, CDP-star luminescence, 30 min; 200,000 compounds, 0.26% hits; Alkaline phosphatase, tissue-nonspecific isozyme (Homo sapiens), P05186; inhibition, % at 20 µM;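 active = tissue-nonspecific alkaline phosphatase inhibition above about 50% at 20 µM in the single-dose screen, limit read from the data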;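 note: 0% = DMSO negative control and 100% = EDTA positive control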
Diaphorase inh: diaphorase inhibitors and chemical oxidizers, primary screen, counter-screen for diaphorase-coupled primary assays, biochemical, uHTS, resorufin fluorescence; diaphorase resazurin-to-resorufin fluorescence, NADH, 16 min; bacterial (C. kluyveri) enzyme, not human; inhibition, % at 20 µM; 190,000 compounds, 0.69% hits; AID 1217, 2008;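 active = primary screen inhibition at 20 µM above a set limit, cut at about 50% in these data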;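 note: plate controls were DMSO with full reaction for no effect and wells lacking NADH for full effect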
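Assay system – diaphorase enzyme from Clostridium kluyveri · Amount – diaphorase 0.14 U/mL (working solution) · Times – reaction incubation of 16 min at room temperature · Controls – No-NADH positive control and DMSO neutral control · Signal – resorufin fluorescence 544/590 nm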
FLuc stim CS: FLuc activators, initial screening, artefact control for FLuc-dependent activation tests, biochemical, ATPlite luminescence | Luciferin 4-monooxygenase (Photinus pyralis), P08659 | ATPlite luciferase biochemical, 10 min; 0 = ATP-free wells, 1 = DMSO control | activation factor at 10 µM | 200,000 tested, under 10 active | AID 1027, 2008;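 active = luciferase activation factor, scaled between plate controls, of at least 2 with compound at 10 µM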
Target sequence (P08659 whole entry, looked up): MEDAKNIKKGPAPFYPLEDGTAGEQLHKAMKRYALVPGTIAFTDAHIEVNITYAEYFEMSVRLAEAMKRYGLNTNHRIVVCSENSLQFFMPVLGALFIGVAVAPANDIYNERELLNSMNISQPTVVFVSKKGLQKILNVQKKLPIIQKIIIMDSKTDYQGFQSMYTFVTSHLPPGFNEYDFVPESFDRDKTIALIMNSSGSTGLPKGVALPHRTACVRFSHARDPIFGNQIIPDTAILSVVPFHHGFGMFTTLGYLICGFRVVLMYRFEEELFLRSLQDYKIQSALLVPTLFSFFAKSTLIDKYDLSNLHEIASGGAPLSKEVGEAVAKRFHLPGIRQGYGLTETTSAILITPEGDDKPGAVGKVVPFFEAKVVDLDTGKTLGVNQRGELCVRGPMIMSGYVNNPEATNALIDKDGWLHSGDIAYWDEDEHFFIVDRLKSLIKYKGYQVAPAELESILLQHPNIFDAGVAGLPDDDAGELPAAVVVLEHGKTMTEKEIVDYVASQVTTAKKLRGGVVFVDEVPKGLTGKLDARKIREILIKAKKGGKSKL
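Material: Luciferase/luciferin reagent mix; Doses: test compounds dosed from 2 mM stocks in 100% DMSO; Schedule: 10 min incubation after luciferase reagent addition, room temperature; Measured by: luminescence from luciferase reaction; Read-out: luminescence gain marking luciferase activators.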
PMI act satM6P: human PMI activators, high substrate, primary screen, biochemical, fluorescence intensity, near-saturating mannose 6-phosphate; coupled PMI enzyme assay, resazurin fluorescence, 20 min; hits give high values; 1 = untreated enzyme, 0 = substrate-free blank; AID 1216, 2008; Mannose-6-phosphate isomerase (Homo sapiens), P34949; activation factor at 20 µM; 190,000 compounds, 0.34% hits;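 active = activation factor of 2 or more at 20 µM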
Target sequence (P34949 whole entry, looked up): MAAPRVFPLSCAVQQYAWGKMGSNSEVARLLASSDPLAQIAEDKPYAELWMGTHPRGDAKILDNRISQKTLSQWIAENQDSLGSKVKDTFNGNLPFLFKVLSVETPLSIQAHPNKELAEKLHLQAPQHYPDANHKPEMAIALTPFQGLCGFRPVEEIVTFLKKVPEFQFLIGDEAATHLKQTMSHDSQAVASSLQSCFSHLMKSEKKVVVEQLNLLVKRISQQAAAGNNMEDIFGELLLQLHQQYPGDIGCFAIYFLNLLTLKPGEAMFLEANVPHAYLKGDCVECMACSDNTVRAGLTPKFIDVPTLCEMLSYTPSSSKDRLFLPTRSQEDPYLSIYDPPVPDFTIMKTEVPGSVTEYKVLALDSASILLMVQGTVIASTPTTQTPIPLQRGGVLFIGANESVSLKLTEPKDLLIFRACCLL
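test system = human PMI in coupled enzyme assay | medium = HEPES-buffered pH 7.4 with magnesium and detergent | also added = 1.0 mM mannose-6-phosphate substrate with 0.22 mM NADP+ | compound = 20 µM single dose | times = 20 min incubation at room temperature | measured by = resorufin fluorescence (Ex 544/Em 590 nm) from resazurin via diaphorase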
PMI activator: activators of human PMI, primary screen, biochemical, fluorescence intensity, near-Km mannose 6-phosphate. purified human PMI, coupled resazurin fluorescence, 20 min; hits give high values; 1 = vehicle control, 0 substrate-free wells. 190,000 compounds, 0.005% hits. activation factor at 20 µM. Mannose-6-phosphate isomerase (Homo sapiens), P34949;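 active = activation factor of 2 or more at 20 µM, relative to plate controls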
An asterisk follows results filed as active.

Structure	Diaph act CS	G6PDH counter	TNAP act hi DEA	TNAP inh hiacc	HMGR II inh	TNAP inh no acc	Diaphorase inh	FLuc stim CS	PMI act satM6P	PMI activator
CCc1ccc(C(=O)CSc2nnc(C)c(=O)[nH]2)cc1	0.9	-2	1	0	0	-5	6	1	0.9	0.9
O=c1[nH]nc2c3ccccc3cnn12	0.9	-2	1	-1	-1	-12	9	1	1	1
CC(C)(C)Nc1nc2nonc2nc1NC(C)(C)C	0.8	1	1	0	0	-22	23	1	0.9	0.9
O=C(O)CCCCCCNC(=O)c1cncc(O)c1	0.8	1	1.1	-6	-3	-8	18	1.1	1	1
CN(Cc1cccs1)C(=O)CCc1ccc(S(=O)(=O)N2CCOCC2)cc1	1	14	1	2	1	-4	3	1	1	1
CCOC(=O)C1=C(C)Nc2ccccc2N=C1N	0.9	4	1	-4	-4	-2	13	1.1	0.8	1
Cc1ccc(NC(=S)N2CCC(C(N)=O)(N3CCCCC3)CC2)c(C)c1	0.9	7	1.1	-5	2	-1	15	1.1	0.9	0.9
CCCCn1ccc(O)c(Cc2ccc(F)cc2)c1=O	0.9	0	1	2	-2	3	8	1	1	1
Cc1onc(-c2ccccc2Cl)c1-c1nc(-c2ccccn2)no1	1	5	1	1	0	-5	-1	1	1.1	1
O=C(Nc1ncc(Cc2ccccc2)s1)C1=NCCN1	1	4	1	-2	1	-116	2	0.9	0.9	1
CC1CC(=O)C(C2c3ccccc3CCN2C(=O)CCl)C(=O)C1 (stereo unspecified)	0.8	1	1	-2	5	-2	18	1	1	1.1
O=C(Oc1cccc(NC2=NS(=O)(=O)c3ccccc32)c1)c1ccncc1	0.5	1	1.1	-6	13*	-18	51*	1	0.9	1
O=C(CCC(=O)OCC(=O)c1ccc([N+](=O)[O-])cc1)NC1CCCCC1	1	-3	1	-5	4	-4	-1	1	1	1.1
O=C(Nc1nccs1)c1ccc(-c2ccc(F)cc2)o1	0.9	1	1	1	-3	-7	15	0.2	0.9	0.9
CC(SCc1ccccc1)C(=O)N/N=C/c1ccc2c(c1)OCO2 (stereo unspecified)	0.9	-5	1	2	-3	-3	8	1	1	0.9
COc1ccc(NC(=O)c2ccc(CN3CCN(c4ccccc4)CC3)cc2)cc1OC	0.8	-15	1	-1	-8	-7	22	1	0.8	0.8
CCOC(=O)c1cnc(-c2ccccc2)nc1Oc1ccc(Cl)cc1	1	9	0.9	6	-1	0	1	1	1	1
O=C1C(c2ccncc2)=C(O)c2ccccc21	0.8	15	1	5	1	-3	15	0.2	1	1
COc1cc(C(=O)Oc2ccccc2)ccc1OCc1c(C)noc1C	0.9	1	1	-1	-8	-10	5	1.1	1	1
O=S(=O)(c1cccs1)N1CCc2ccccc21	0.9	7	1	-1	-2	-13	13	1	1	0.9
O=C(COC(=O)c1cccnc1Cl)Nc1ccc2c(c1)OCO2	1	4	1	-4	-1	-11	2	1	1	1.1
COc1cccc(C(=O)Nc2nc(-c3ccccc3)c(-c3ccccc3)o2)c1	0.9	6	1	2	-7	-16	8	1.1	1.1	0.9
CC(C)CC1(C)NC(=O)N(CC(=O)Nc2cccc(S(=O)(=O)N(C)c3ccccc3)c2)C1=O (stereo unspecified)	0.8	2	1.1	-8	-5	-17	19	1	0.9	0.8
CCC(C)C(NC(=O)c1ccc(Cl)cc1)C(=O)Nc1cccnc1 (stereo unspecified)	1	10	1	0	-1	-9	5	1.1	1	1.1
Cc1cccc(C)c1OCCOCCN1CCN(C)CC1	0.9	10	1	-4	-1	-17	11	1	1	1
CCOC(=O)C1CCCN(C(=O)c2ccc(Cl)c(S(=O)(=O)N3CCCCCC3)c2)C1 (stereo unspecified)	1.1	-4	1	3	0	-2	-11	0.9	1.2	1.2
CC1CCN(C2=NC(=O)/C(=C/c3cn[nH]c3-c3ccccc3)S2)CC1	1	-10	1	5	-4	-16	3	0.9	1.1	1
COc1cc(/C=N/Nc2nc(N3CCCC3)nc(N3CCCC3)n2)ccc1O	1	7	1	-3	-8	0	0	1	0.9	0.9
Cc1nn(CC(=O)Nc2ccc(Cl)c(S(=O)(=O)N(C)C)c2)c(C)c1[N+](=O)[O-]	0.9	1	1	-3	-2	-6	14	1	0.9	0.9
CCCC[n+]1ccn(-c2nc3ccccc3nc2[N-]S(=O)(=O)c2ccccc2)c1	0.9	-8	1	-1	1	-10	11	1	1	1
C=C(C)n1c(=O)[nH]c2ccccc21	0.9	8	1	-3	0	-3	14	1.1	1.1	1.2
CCOC(=O)c1nnn(-c2ccc(OC)cc2)c1N	0.9	-4	1.1	-5	15*	-13	6	1	1	1.1
Cc1ccc(NC2=C(Cl)C(=O)OC2OC(C)C)cc1 (stereo unspecified)	0.9	-4	1	-4	0	-14	7	1.1	1	1
CCOc1ccc(Cn2c3ccc(OC)cc3c3nc4ccccc4nc32)cc1	0.8	0	1	-3	-7	-4	22	1.1	1	0.9
CN(CC1COCCO1)c1nc2nonc2nc1N1CCSCC1 (stereo unspecified)	1	15	1.1	-8	-4	-5	-1	1.1	1	1.1
CCOC(=O)c1nn(-c2ccc(F)cc2)c2nc(CC(C)C)c(C#N)c(=O)n12	0.9	-1	1	-2	1	-9	11	1.1	1.1	1
COc1cc(OC)cc(-c2cn[nH]c2N)c1	0.9	11	1.1	-6	-7	-8	13	1.1	1	1
C/C(=N\NC(=O)c1ccc(NS(=O)(=O)c2cccs2)cc1)c1ccc2ccccc2c1	0.8	2	1	-3	-4	-8	21	1	1	1
Cc1ccsc1C(=O)OCC(=O)c1cc(C)n(CC2CCCO2)c1C (stereo unspecified)	0.9	6	1	-3	-9	-4	14	0.1	0.9	0.9
O=C1ON=C(c2ccc(Cl)cc2)/C1=C/c1ccc(O)cc1	0.9	5	0.9	15	-5	30	10	1	1	1
CCOc1ccc(NC(=O)C2CCCN2C(=O)OCc2ccccc2)cc1 (stereo unspecified)	1.1	4	1.1	-6	-6	-6	-9	1	1	1
O=C(CSCc1ccccc1Br)N/N=C/c1ccc2c(c1)OCO2	0.9	-17	1	-1	-1	-10	13	1	1	0.9
Cn1cc(S(=O)(=O)N2CCN(c3ccccc3)CC2)c(=O)n(C)c1=O	0.8	-11	1	-3	-9	-2	18	1.1	0.8	0.8
CCOc1ccc(C(=O)NC2CCN(S(=O)(=O)CC)CC2)cc1	0.9	6	1	-2	-3	-5	7	1	0.9	0.9
Cc1ccc(Cn2nc(C)c(NC(=O)c3noc4c3CCCCC4)c2C)cc1	0.8	13	1	-3	-6	-3	18	1	0.8	0.7
O=S(=O)(NC1CC2CCC1C2)c1ccc2c(c1)OCCO2 (stereo unspecified)	0.9	7	1	1	3	-4	8	1	1	1
CCCc1cc(Nc2ccccc2OCC)n2ncnc2n1	1	12	1	-4	3	-2	5	0.9	1	0.9
CC(NC(=O)/C(=C\c1ccco1)NC(=O)c1ccccc1Br)C(=O)O (stereo unspecified)	0.9	4	1	-4	10*	4	11	1.1	0.9	1.3
CCOc1cc(N2CCOCC2)c(OCC)cc1NC(=O)COC(=O)c1cc(C)cc(C)c1	0.9	-28	0.9	6	2	4	10	1	0.8	0.8
Cc1nn(C(=O)c2ccco2)c(C)c1Sc1ccc(Br)cc1	0.8	6	1	-3	-3	-11	17	1.1	0.9	0.8

Entries listed so far that have an aryl methoxy group (7):
Structure	Diaph act CS	G6PDH counter	TNAP act hi DEA	TNAP inh hiacc	HMGR II inh	TNAP inh no acc	Diaphorase inh	FLuc stim CS	PMI act satM6P	PMI activator
COc1ccc(NC(=O)c2ccc(CN3CCN(c4ccccc4)CC3)cc2)cc1OC	0.8	-15	1	-1	-8	-7	22	1	0.8	0.8
COc1cc(C(=O)Oc2ccccc2)ccc1OCc1c(C)noc1C	0.9	1	1	-1	-8	-10	5	1.1	1	1
COc1cccc(C(=O)Nc2nc(-c3ccccc3)c(-c3ccccc3)o2)c1	0.9	6	1	2	-7	-16	8	1.1	1.1	0.9
COc1cc(/C=N/Nc2nc(N3CCCC3)nc(N3CCCC3)n2)ccc1O	1	7	1	-3	-8	0	0	1	0.9	0.9
CCOC(=O)c1nnn(-c2ccc(OC)cc2)c1N	0.9	-4	1.1	-5	15*	-13	6	1	1	1.1
CCOc1ccc(Cn2c3ccc(OC)cc3c3nc4ccccc4nc32)cc1	0.8	0	1	-3	-7	-4	22	1.1	1	0.9
COc1cc(OC)cc(-c2cn[nH]c2N)c1	0.9	11	1.1	-6	-7	-8	13	1.1	1	1
